AGP1-GFP MLPCN: modulators of TOR pathway AGP1-GFP in S. cerevisiae. S. cerevisiae AGP1-GFP multiplex flow cytometry, 3 h; GFP as percent of DMSO wells. GFP response vs DMSO, % at 10 µM. 320,000 compounds, 0.02% hits;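 active = GFP response relative to DMSO above a set limit, near screen average plus 3 SD, cut at about 150% in these data; inconclusive = fewer than 70 cells counted for the yeast strain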;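 also: median GFP channel fluorescence of the gated AGP1 strain per well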
CIT2-GFP yeast: alters CIT2-GFP fluorescence in TOR pathway yeast screen; S. cerevisiae CIT2-GFP strain, flow cytometry, 3 h; 100 means same as DMSO wells; 320,000 compounds, 0.065% hits; GFP response vs DMSO, % at 10 µM; AID 2029;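 active = GFP response relative to DMSO above a set limit, near the screen mean plus 3 SD, cut at about 150% in these data; inconclusive = Fewer than 70 cells measured for a yeast strain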;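 also: ratio of well median GFP fluorescence to mean of DMSO wells on the plate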
procasp3 activ: activates human procaspase-3. P42574. recombinant procaspase-3 D3A, Ac-DEVD-pNA absorbance 405 nm. activation, % at 8.5 µM. 330,000 compounds, 0.11% hits;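 active = activation above the mean of all tested compounds plus 3 SD, cut at about 21% in these data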;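 also: 0% = DMSO alone and 100% = DMSO wells spiked with extra 5 µM PC-3 D3A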
Target sequence (P42574 whole entry D9A/D28A/D175A): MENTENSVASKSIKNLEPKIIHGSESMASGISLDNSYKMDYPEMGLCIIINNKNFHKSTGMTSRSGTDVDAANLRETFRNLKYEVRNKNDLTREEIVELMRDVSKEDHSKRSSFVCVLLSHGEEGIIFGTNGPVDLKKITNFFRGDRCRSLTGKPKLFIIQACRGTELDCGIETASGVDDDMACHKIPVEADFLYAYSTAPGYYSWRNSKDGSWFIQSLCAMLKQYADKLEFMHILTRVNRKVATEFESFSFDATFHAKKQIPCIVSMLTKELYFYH
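Assay system: Procaspase-3 D3A mutant, all three cleavage aspartates alanine. Buffer or medium: Zinc-free HEPES saline buffer with Triton X-100. Times: 1 h compound preincubation, 2 h substrate hydrolysis at 25 °C. Measured by: 405 nm absorbance of p-nitroaniline, reads at 0 and 120 min. Read-out basis: percent activation relative to control range. Replicates: singlicate.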
AHR activator: activates the human aryl hydrocarbon receptor; P35869; AHR-responsive luciferase reporter cells, luminescence; activation, % at 5 µM; 320,000 compounds, 2.5% hits; AID 2796; in the data active = activation above about 47%;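 also: 0% = vehicle wells and 100% = reference agonist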
MEP2 TOR yeast: yeast TOR pathway MEP2-GFP modulation; 330,000 compounds, 0.51% hits; GFP response vs DMSO, % at 10 µM; S. cerevisiae MEP2-GFP strain, flow cytometry GFP, 3 h; 100% = DMSO control level;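 active = GFP response versus DMSO above a set limit, roughly screen mean plus 3 SD, cut at about 180% in these data; inconclusive = fewer than 70 cells counted for a yeast strain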;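 also: median GFP fluorescence of the barcode-gated MEP2-GFP cells per well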
proCasp7 act: counter-screen: procaspase-7 (human) activation; P55210; activation, % at 8.5 µM; recombinant procaspase-7, Ac-DEVD-pNA absorbance 405 nm; D23A/D198A/D206A triple mutant, cannot self-cleave; scale: DMSO 0, 5 µM enzyme 100; AID 463210; 330,000 compounds, 0.093% hits;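 active = percent activation above the screen-wide mean plus 3 SD, cut at about 25% in these data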
Target sequence (P55210 whole entry D23A/D198A/D206A): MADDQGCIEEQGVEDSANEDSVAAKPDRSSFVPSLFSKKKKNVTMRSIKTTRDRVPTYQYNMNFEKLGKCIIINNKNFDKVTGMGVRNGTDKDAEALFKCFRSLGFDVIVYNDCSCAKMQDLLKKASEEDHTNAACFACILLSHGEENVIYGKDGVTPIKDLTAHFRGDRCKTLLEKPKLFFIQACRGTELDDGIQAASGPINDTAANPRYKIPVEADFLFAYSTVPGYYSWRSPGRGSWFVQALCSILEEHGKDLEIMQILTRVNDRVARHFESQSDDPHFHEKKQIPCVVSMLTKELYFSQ
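System: Uncleavable procaspase-7 mutant enzyme; Amount: 2 µM procaspase-7 mutant as dispensed; Schedule: 1 h compound preincubation, 2 h substrate cleavage, 25 °C; Measured by: 405 nm absorbance of p-nitroaniline; Evaluation: percent activation from buffer-corrected 0–120 min absorbance change; Control set: low DMSO alone, high DMSO plus 5 µM PC-7.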
LAP4-GFP MLPCN: alters LAP4-GFP fluorescence in TOR pathway yeast screen; S. cerevisiae LAP4-GFP multiplex, flow cytometry GFP, 3 h; median GFP as percent of DMSO wells; GFP response vs DMSO, % at 10 µM; 320,000 compounds, 0.34% hits;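 active = GFP response vs DMSO above a set limit, about the screen mean plus 3 SD, cut at about 150% in these data; inconclusive = under 70 cell events counted for the yeast strain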
RPL19A-GFP yeast: alters RPL19A-GFP fluorescence in TOR pathway yeast screen. S. cerevisiae RPL19A-GFP strain, flow cytometry, 3 h; active compounds read low. percent response vs DMSO, % at 10 µM. 330,000 compounds, 0.3% hits. AID 2025;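 active = percent response vs DMSO below 50%; inconclusive = fewer than 70 events counted for the yeast strain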;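 also: median channel GFP fluorescence of the barcoded RPL19A-GFP strain; ratio of sample median GFP to plate DMSO average so 100% = DMSO; lower means less RPL19A-GFP as with rapamycin TOR inhibition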
* = called active by the depositor; ? = inconclusive; . = not tested or not shown; [ ] = another dose, or the depositor's remark. Hits appear at their usual frequency; 3.5% or so of the library scored in one or more.

Compound	AGP1-GFP MLPCN	CIT2-GFP yeast	procasp3 activ	AHR activator	MEP2 TOR yeast	proCasp7 act	LAP4-GFP MLPCN	RPL19A-GFP yeast
CCCNS(=O)(=O)c1ccc(NC(=O)c2ccccn2)cc1	103.3	102.7	3.8	-1.2	100.9	9.5	93.6	101.2
COc1cccc(CN2CCCN(S(=O)(=O)c3ccc(Br)cc3)CC2)c1	97.5	95.0	3.4	4.6	97.3	-1.5	109.3	102.0
COc1ccc(C2=NO[C@@H]3[C@@H]4C[C@@H]([C@H]5C(=O)N(C)C(=O)[C@@H]45)[C@H]23)c(OC)c1	104.1	88.9	-8.9	1.3	94.7	-4.0	113.6	94.5
Cc1cccc(NC(=O)c2ccc(S(=O)(=O)N(C)C)cc2)c1	94.2	98.1	-0.8	13.5	94.3	4.1	94.7	98.7
CCCCCC1CCC(C(=O)NNC(=S)NCC)CC1 (stereo not drawn)	93.3	93.2	-6.5	-0.1	90.0	9.7	88.7	89.8
Cc1ccc(S(=O)(=O)NC2CCCCCCC2)cc1	99.8	99.9	4.1	2.9	102.3	-4.7	104.0	100.9
O=C(NCCCN1CCOCC1)c1ccc(/C=C2\Oc3ccccc3N(Cc3ccccc3F)C2=O)cc1	105.1	98.0	22.3*	1.7	98.5	49.6*	120.0	99.1
COc1ccc(C(=O)c2sc(Nc3ccccc3)nc2C)cc1	93.1	121.5	-4.4	10.4	110.3	4.3	135.3	91.5
CC(C)(C)c1ccc(C2(C)NC(=O)N(CC(=O)Nc3ccc4c(c3)OCO4)C2=O)cc1 (stereo not drawn)	101.5	.	3.3	-1.5	99.2	12.1	94.4	101.7
CSC1=NCCN1C(=O)COc1ccc2ccccc2c1	95.2	97.9	5.4	-1.0	99.8	4.4	101.3	98.5
COc1ccc(OC)c(/C(C)=N/Nc2ccc(C(=O)O)cc2)c1	97.2	92.5	-5.1	-4.4	90.4	0.1	100.2	102.5
Cc1c(NC(=O)c2cc(-c3ccccc3)on2)c(=O)n(-c2ccccc2)n1C	103.3	98.6	-2.0	7.2	108.4	2.4	102.7	102.2
O=C(N=C1SC2CS(=O)(=O)CC2N1c1cccc(Cl)c1Cl)C1CCCO1 (stereo not drawn)	95.0	98.3	-3.8	0.4	96.6	2.5	91.3	96.0
COc1cccc(C2CC(c3ccccc3)Nc3ncnn32)c1 (stereo not drawn)	95.8	99.1	-5.5	0.3	106.3	-12.5	107.0	101.0
Cc1ccc2c(c1)C(=O)C(=O)N2CC(=O)OC(C)C	110.5	100.1	-6.0	0.2	100.9	3.9	90.9	100.8
O=[N+]([O-])c1cc(C(F)(F)F)ccc1NCCNC(=S)Nc1ccc(Cl)cc1	101.0	91.8	-8.9	-0.4	107.5	-2.0	124.2	97.5
O=C1S/C(=C\C=C\c2ccco2)C(=O)N1c1ccc(O)cc1	94.4	102.0	-5.1	-1.2	105.1	-4.9	106.8	96.3
O=[N+]([O-])c1ccc(Nc2nccc(Cl)n2)cc1	94.8	94.5	-7.7	-0.8	101.2	0.6	95.1	94.7
CCCn1c(C(C)Nc2nc(-c3ccc(C)cc3)cs2)nc2cc(Cl)c(Cl)cc21 (stereo not drawn)	95.5	96.5	-5.1	14.5	98.6	-1.8	111.2	103.7
O=C(CC1(O)C(=O)N(CCc2ccccc2)c2ccccc21)c1ccccn1 (stereo not drawn)	102.6	101.5	2.4	9.4	91.2	6.1	101.5	102.2
Cc1cccc(C(=O)Nc2nnc(Cc3c[nH]c4ccccc34)s2)c1	100.7	92.0	4.3	22.8	90.8	4.4	90.9	96.2
CCN(CC)C(=O)Cn1cc(C(=O)C(=O)NCc2ccco2)c2ccccc21	105.9	99.0	0.2	0.0	100.2	-0.1	106.3	98.3
CNC(=S)N/N=C/c1c2ccccc2c(Cl)c2ccccc12	103.1	104.9	-22.0	48.0*	99.0	-24.1	83.0	100.6
CCOC(=O)NC(=O)COC(=O)CCCc1nc2ccccc2s1	102.8	106.2	-2.6	-0.7	109.7	-4.5	100.3	102.0
O=S(=O)(NCCc1csc(-c2cccnc2)n1)c1ccc(Cl)s1	102.8	97.5	1.9	21.5	124.1	4.0	112.2	110.2
Cc1cc(C(=O)N2CCN(C(=O)c3ccco3)CC2)ccc1[N+](=O)[O-]	96.1	94.8	3.5	2.4	102.3	2.1	88.5	96.7
CCCn1c(N)cc(=O)n(C)c1=O	103.3	104.3	-5.9	-1.7	100.7	-6.5	94.6	97.7
CCOC(=O)c1ccc(-n2c(CN3CCN(CC)CC3)nc3ccc([N+](=O)[O-])cc3c2=O)cc1	102.0	102.9	6.5	6.0	103.8	0.5	104.1	104.6
CN(C(=O)CSc1nnc(-c2ccc(OC(F)F)cc2)n1N)C1CCS(=O)(=O)C1 (stereo not drawn)	101.1	99.8	-6.6	-2.3	101.3	11.1	106.0	97.3
COc1ccc(S(=O)(=O)N(C)C)cc1NC(=O)c1ccc2c(c1)OCCO2	92.4	97.4	6.1	0.3	102.6	11.8	101.3	93.6
O=Cc1cccn1-c1ccc2ccccc2c1	98.0	94.5	0.9	-1.5	101.7	3.5	103.6	97.5
COC(=O)COc1cc(Cl)c(C=O)cc1OC	94.5	107.8	1.1	-0.2	97.8	8.1	67.7	102.9
COc1ccc(CNC(=O)C2CCN(C(=O)c3ccco3)CC2)cc1	96.0	93.9	6.1	1.0	99.0	-2.2	94.1	105.3
Cc1ccc(S(=O)(=O)N2CCN(CC(=O)N/N=C\c3cccnc3)CC2)cc1	103.0	95.7	-2.8	0.6	106.7	-2.7	93.5	101.5
COCCN(CC(=O)Nc1ccccc1C)S(=O)(=O)c1ccc(S(=O)(=O)N2CCCC2)cc1	103.8	100.6	-2.8	-1.9	99.2	4.9	103.4	101.8
CCN1C(=O)N[C@@H](c2ccccc2)[C@@H](C(=O)OC)[C@H]1C	91.4	109.4	-2.9	-2.2	91.7	-3.1	137.2	98.0
O=C(CCCCl)NC1=NN(c2ccccc2)C(=O)C1	91.0	92.7	-8.8	1.6	92.1	-16.6	100.1	93.4
O=C(O)CN1CCN(Cc2ccc(F)cc2)C1=O	92.4[may fluoresce violet]	?	-0.6	-0.7	97.4[may fluoresce violet]	11.3	87.0[may fluoresce violet]	97.3[may fluoresce violet]
COc1nc(N2CCOCC2)nc(C)c1[N+](=O)[O-]	85.8	86.1	2.2	-5.8	90.0	2.7	82.5	93.5
Cc1c(C(=O)N2c3ccccc3CC2C)oc2ccccc12 (stereo not drawn)	97.2	98.9	7.2	85.4*	100.9	5.3	97.0	99.3
O=C(Nc1cccnc1Cl)c1ccc(=O)oc1	104.7	99.9	-6.1	2.3	104.8	-12.8	106.2	107.9
O=C1C=C(Nc2ccc(Cl)cc2)C(=O)N1c1ccc(Cl)cc1	96.1	100.9	2.9	12.8	99.6	5.0	97.9	101.2
CCc1ccccc1Nc1ccc(C(=O)O)cc1N	97.0	93.7	-6.2	2.6	104.9	-9.4	104.6	96.5
Cc1ccc(-n2ncc3c(NCCCOC(C)C)ncnc32)c(C)c1	88.4	99.3	-3.1	7.2	91.0	-8.5	87.7	90.2
O=C(Nc1ccc(-n2cc(Br)cn2)cc1)c1ccncc1	94.4	100.5	1.0	1.2	109.9	3.2	94.2	102.6
COC(=O)CCCNC(=O)OCc1ccc([N+](=O)[O-])cc1	92.6	92.7	4.2	-1.9	97.0	4.4	92.9	93.7
CCOC(=O)CCCNC(=O)CSc1nc2ccc(OCC)cc2[nH]1	109.5	108.5	3.7	-0.9	99.3	3.2	99.7	107.8
Nc1ccc(C(=O)c2cccs2)cc1[N+](=O)[O-]	82.2	98.0	-6.1	-1.9	64.0	6.1	102.3	103.5
Cn1c(=O)cc(OCC(=O)N2CCN(c3ccccc3F)CC2)c2ccccc21	101.9	96.9	9.3	29.1	97.3	-0.9	99.6	100.2
COc1ccc2nc(C)cc(NCc3cccc(C(F)(F)F)c3)c2c1	104.6	106.7	4.0	4.0	104.0	0.5	98.9	105.1
Cc1ccc2nc(-c3cccnc3)c(Nc3ccccc3C)n2c1	98.7	101.3	-6.8	7.7	109.9	-6.4	94.5	105.4
O=C(Nc1ccc(N2CCN(C(=O)c3ccccc3)CC2)c(Cl)c1)c1cccnc1	101.0	101.2	-0.8	-3.6	103.7	1.2	100.5	97.8
COCCCNS(=O)(=O)c1ccc(Cl)c(C(F)(F)F)c1	102.2	99.0	7.4	1.1	92.4	-3.4	89.7	97.7
CCN(CC)C(=O)N1CCc2ccccc21	103.7	107.8	-1.1	24.3	106.9	5.8	97.0	109.7
CCOC(=O)N1CCC(NS(=O)(=O)c2ccc(C)cc2)CC1	109.2	99.4	4.2	-1.2	108.9	2.8	114.0	105.7
CCCc1cc(-n2cnc3ccccc32)n2c(nc3ccccc32)c1C#N	120.0	67.3	-6.0	2.0	114.8	6.6	98.8	93.7
COc1cccc(NC(=S)N(CCCN2CCCC2)Cc2ccco2)c1	93.1	93.2	-8.9	1.4	95.4	-6.6	91.8	92.9
